NPY1 pot ag – potentiates or activates human NPY-Y1 receptor | P25929 | NPY-Y1 expressing cells, potentiator/agonist activation | activation, % at 3.6 µM | hit rate 0.37% among 220,000; in the data active = activation above about 33%, passing the limit was not always enough;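 note: cells stimulated with NPY at EC10 then isoproterenol at EC100; 0% = low agonist plus stimulus and 100% = saturating agonist plus stimulus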
eIF4E-4G inh – inhibitors of eIF4E and eIF4G interaction in translation initiation. hit rate 0.37% among 220,000. TR-FRET eIF4E-eIF4GI(517-606) binding, 2 h. AID 782. P63073+Q04637. inhibition, % at 21.7 µM;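 active = inhibition above about 30%, limit read from the data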;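 note: 0% = full FRET control wells and 100% = background wells lacking eIF4GI fragment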
Target sequence (P63073 whole entry, looked up, the tested form may be a part): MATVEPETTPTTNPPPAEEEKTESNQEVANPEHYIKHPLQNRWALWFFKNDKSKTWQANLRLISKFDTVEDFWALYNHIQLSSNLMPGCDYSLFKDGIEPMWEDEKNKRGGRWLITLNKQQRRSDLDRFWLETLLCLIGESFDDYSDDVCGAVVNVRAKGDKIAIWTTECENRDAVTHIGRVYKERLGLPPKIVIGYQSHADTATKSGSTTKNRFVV
Target sequence (Q04637 whole entry, looked up, the tested form may be a part): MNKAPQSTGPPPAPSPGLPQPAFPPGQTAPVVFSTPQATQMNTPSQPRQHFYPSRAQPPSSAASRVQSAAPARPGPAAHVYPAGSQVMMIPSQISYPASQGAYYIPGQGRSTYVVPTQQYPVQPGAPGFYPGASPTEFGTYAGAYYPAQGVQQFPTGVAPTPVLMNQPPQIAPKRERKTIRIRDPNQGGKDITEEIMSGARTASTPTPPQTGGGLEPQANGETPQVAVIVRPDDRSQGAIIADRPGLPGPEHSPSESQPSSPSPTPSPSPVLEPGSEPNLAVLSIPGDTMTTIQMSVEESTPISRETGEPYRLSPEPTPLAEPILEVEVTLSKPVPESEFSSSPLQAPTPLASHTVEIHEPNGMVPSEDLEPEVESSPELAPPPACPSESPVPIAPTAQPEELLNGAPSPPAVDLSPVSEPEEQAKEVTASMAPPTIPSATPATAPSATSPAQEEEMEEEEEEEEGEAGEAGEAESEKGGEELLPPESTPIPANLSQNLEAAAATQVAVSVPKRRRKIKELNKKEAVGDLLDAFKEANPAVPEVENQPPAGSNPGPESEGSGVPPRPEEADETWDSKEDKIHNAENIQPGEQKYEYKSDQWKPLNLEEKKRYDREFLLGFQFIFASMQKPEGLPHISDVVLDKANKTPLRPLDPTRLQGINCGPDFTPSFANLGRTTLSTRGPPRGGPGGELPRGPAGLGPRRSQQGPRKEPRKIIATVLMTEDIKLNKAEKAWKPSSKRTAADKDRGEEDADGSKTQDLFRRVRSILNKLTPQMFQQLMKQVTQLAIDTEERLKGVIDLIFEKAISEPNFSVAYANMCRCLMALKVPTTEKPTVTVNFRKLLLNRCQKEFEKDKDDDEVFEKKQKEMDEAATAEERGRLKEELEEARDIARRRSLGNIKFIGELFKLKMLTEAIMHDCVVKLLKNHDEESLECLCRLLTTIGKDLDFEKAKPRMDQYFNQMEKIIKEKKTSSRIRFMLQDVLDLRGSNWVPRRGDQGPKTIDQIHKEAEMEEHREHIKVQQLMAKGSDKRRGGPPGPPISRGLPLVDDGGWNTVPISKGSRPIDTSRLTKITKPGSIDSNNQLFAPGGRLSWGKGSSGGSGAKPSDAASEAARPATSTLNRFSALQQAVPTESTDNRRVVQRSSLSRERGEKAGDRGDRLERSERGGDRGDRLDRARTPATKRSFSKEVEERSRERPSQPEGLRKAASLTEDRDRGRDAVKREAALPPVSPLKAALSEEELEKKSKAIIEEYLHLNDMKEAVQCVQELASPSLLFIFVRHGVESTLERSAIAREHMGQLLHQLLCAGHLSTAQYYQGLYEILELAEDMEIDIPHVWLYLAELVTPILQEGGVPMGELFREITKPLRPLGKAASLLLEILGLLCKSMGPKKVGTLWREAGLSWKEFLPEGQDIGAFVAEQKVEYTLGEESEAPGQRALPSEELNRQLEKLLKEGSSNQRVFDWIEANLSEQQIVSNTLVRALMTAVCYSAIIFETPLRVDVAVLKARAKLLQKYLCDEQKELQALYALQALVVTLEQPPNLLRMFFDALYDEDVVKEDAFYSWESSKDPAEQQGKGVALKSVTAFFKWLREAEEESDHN
p97 inhibitor – human p97 ATPase inhibition; hit rate 0.42% among 220,000; AID 1481; recombinant p97 ATPase, Kinase-Glo ATP luminescence, 3 h; inhibition, % at 8 µM; P55072; in the data active = inhibition above about 15%;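 note: 0% = DMSO vehicle and 100% = wells lacking enzyme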
NPY-Y2 PAM-ag – potentiates or activates human NPY-Y2 receptor; cells expressing NPY-Y2, potentiator/agonist read-out; activation, % at 3.6 µM; hit rate 0.45% among 220,000; AID 1359; in the data active = activation above about 27%;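 note: cells stimulated with NPY near EC25 plus isoproterenol at EC100; 0% = vehicle plus submaximal agonist and 100% = vehicle plus saturating agonist; some results beyond the cut were filed as inactive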
EP2 mod – modulates human prostaglandin E2 receptor EP2 signaling | EP2-expressing cells, cAMP HTRF FRET, PGE2 co-stimulation | induction, % at 25 µM | hit rate 0.83% among 260,000 | AID 940;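 active = compounds whose cAMP rise, as percent of the full-agonist control response, exceeds 60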;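 note: rat C6 glioma line stably carrying human EP2 under a CMV promoter; the protocol text gives 20 µM as final concentration; 100% = response of wells given 1 µM PGE2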
NPY-Y1 antag – NPY-Y1 (human) receptor antagonism; P25929; HEK293-CNG Y1 cells, membrane potential fluorescence; NPY at EC95, then isoproterenol; inhibition, % at 3.6 µM; hit rate 1% among 200,000; AID 1040;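 active = inhibition above the campaign mean inhibition of all tested compounds plus 3 SD, cut at about 20% in these data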;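 note: 0% = DMSO wells given NPY plus isoproterenol and 100% = isoproterenol alone without NPY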
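material = HEK293 cells with Y1 receptor plus CNG channel | also added = NPY 25 nM then isoproterenol 1 µM plus Ro 20-1724 25 µM | schedule = dye 3 h, compound 60 min room temperature, stimulation 45 min | measured by = membrane potential fluorescence | benchmarks = high control isoproterenol alone, low control NPY with isoproterenol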
PGE2 EP2 inh – inhibitors of human EP2 prostaglandin E2 receptor; C6 glioma cells expressing human EP2, cAMP TR-FRET; cells stimulated with saturating PGE2; inhibition, % at 25 µM; hit rate 0.52% among 260,000;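 active = percent inhibition above 40 after rounding to a whole number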;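 note: rat C6 glioma host cells with rolipram phosphodiesterase inhibitor present; the protocol text gives 20 µM as final concentration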
S1P4 ag – agonists of human S1P4 receptor; activation, % at 4.98 µM; hit rate 0.35% among 220,000; AID 1509; S1P4-expressing cell line, agonist reporter assay; in the data active = activation above about 11%;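 note: 0% = DMSO vehicle and 100% = reference agonist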
S1P4 antagonist – human S1P4 receptor antagonism; S1P4-expressing cells, antagonist mode, reporter read-out; inhibition, % at 4.98 µM; hit rate 0.26% among 220,000; in the data active = inhibition above about 29%;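 note: 0% = wells stimulated with agonist and 100% = vehicle wells without agonist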
* = called active by the depositor; / = no result given; & = joins results of further samples; [ ] = remark or other dose. Not all compounds are listed; count on the stated rates, not on these rows.

Order of results: NPY1 pot ag	eIF4E-4G inh	p97 inhibitor	NPY-Y2 PAM-ag	EP2 mod	NPY-Y1 antag	PGE2 EP2 inh	S1P4 ag	S1P4 antagonist
O=C(CNC1=NCCC1)c1ccc(Cl)cc1
    -1	2	-1	-4	14	11	6	2.1	-4
Cc1ccc(C(=O)Nc2ccc(Br)c(C(F)(F)F)c2)cc1
    -8	-1	0	-16	-41	5	1	0.2	6
Cc1oc(-c2cccc(Cl)c2)nc1CN1CCCC(C(=O)NCc2ccco2)C1 (stereo not given)
    -1	10[fluorescence artefact?]	-4	-16	32	2	2	-0.3	-16
CCOc1ccc(C(=O)NCc2ccncc2)cc1
    9	5	6	8	6	-4	7	-0.6	-9
CCN(CC)S(=O)(=O)c1ccc(N2CCCC2)c(NC(=O)Cc2ccc(OC)cc2)c1
    8	-1	3	7	10	1	3	1.1	-11
Cc1ccsc1C(=O)N1CCC(N2CCC(C(=O)NCC3CCCO3)CC2)CC1 (stereo not given)
    -3	-1	2	-10	12	2	5	-1.1	-13
CC(=O)NC1C(=O)N(CC(C)C)c2ccccc21 (stereo not given)
    1	-5	1	10	9	7	4	1.2	4
OCc1nc2ccccc2n1CCCOc1ccccc1
    -1	-5	-5	-3	-7	0	8	-0.4	-21
O=C(NCc1cccnc1)c1ccc(N2CCOCC2)c([N+](=O)[O-])c1
    6	-2	3	1	-14	1	4	0.6	0
CCC(=O)NC(=S)Nc1ccc(NC(=O)COc2ccc(Cl)c(C)c2)cc1
    15	7	0	1	-22	-4	5	1.6	-24
Cc1cc(C)n2c3c(c(C#N)c2n1)CCCC3
    -30	-15	1	-18	25	13	5	-1.4	-31
O=C(Nc1ccccn1)C12CC3CC(C1)CC(C(=O)Nc1ccccn1)(C3)C2
    3	15	-6	4	-4	-5	5	-1.6	-3
CN(C)c1nc(N)c([N+](=O)[O-])c(NCc2ccccc2)n1
    16	-3	1	-1	31	2	6	0.0	-14
COCCn1c(SCC(=O)Nc2sccc2C(N)=O)nc2cc(Cl)ccc2c1=O
    44	0	4	21	-64	-8	26	0.2	-14
CCOc1[nH]n(-c2ccc(Cl)cc2)c(=O)c1C=Nc1ccc(C)cc1
    -28	0	-2	-28	44	-5	11	-0.3	-7
CCc1nnc(NC(=O)c2ccc(S(=O)(=O)N3CCOCC3)cc2)s1
    3	4	10	0	20	7	11	0.2	-19
Oc1c(Cl)cc(Cl)cc1CNn1cnnc1
    4	1	-1	-5	0&45	-4	9&14	0.6	0
COCCCNC(=O)c1ccc(NC(C)=O)cc1
    11	-1	0	-10	1	4	5	1.0	-24
Cc1ccc(S(=O)(=O)N2CC=C(C(=O)NC3CC3)CC2)cc1
    19	-15	6	18	-28	/	6	0.3	12
Cn1cnnc1SCC(=O)Nc1ccc2nc(SCc3ccccc3)sc2c1
    11	1	-8	8	-14	-1	17	-4.4	9

The list goes on.
Order of results: NPY1 pot ag	eIF4E-4G inh	p97 inhibitor	NPY-Y2 PAM-ag	EP2 mod	NPY-Y1 antag	PGE2 EP2 inh	S1P4 ag	S1P4 antagonist
CCCNC(=O)NC(=O)COC(=O)c1oc2ccc(OCC)cc2c1C
    0	-10	0	-3	-10	0	9	-2.3	12
Cc1ccc(C(=O)NCC(=O)OCC(=O)c2ccc3c(c2)NC(=O)CO3)cc1
    -7	-1	5	6	29	0	2	1.5	-1
O=C(Nc1ccc2c(c1)OCO2)C1COc2ccccc2O1 (stereo not given)
    -4	1	-5	-23	-8	6	11	1.1	-3
COC(=O)c1cc(C(=O)Nc2nnc(C3CC3)s2)cc([N+](=O)[O-])c1
    2	4	2	0	-6	5	9	-0.2	-11
CCOc1ccccc1NC(=O)c1ccc([N+](=O)[O-])cc1
    19	-1	7	4	-1	2	5	1.5	-14
N#Cc1c(-c2ccccc2Cl)cc(C2CC2)nc1N
    -22	8[fluorescence artefact?]	2	-7	-12	5	14	1.0	7
Cc1ccc2c(=O)c(C(=O)NCc3cccs3)c[nH]c2c1
    1	-6	-1	2	-84&-70	-3	12&9	1.8	-1
CC(=O)Oc1ccc(Cn2cnc3cc4ccccc4cc32)cc1
    -10	-1[fluorescence artefact?]	-2	4	-58	3	8	-0.7	-9
Cc1cccc(N=Nc2cnc(N)s2)c1
    20	1	3	-11	-40	/	-1	-1.1	-1
CCOC(=O)C(Cc1ccc(OC)c([N+](=O)[O-])c1)NC(=O)CCC(=O)Nc1ccc(OC)cc1 (stereo not given)
    12	1	6	-6	-8	-1	3	0.2	-5
COc1ccc(NC(=O)C2CCCCN2N)cc1OCC(C)C (stereo not given)
    -8	-6	-9	2	0	0	14	-3.3	-2
CCOc1ccc(NC(=O)CSc2nc3c([nH]c4ccccc43)c(=O)n2C)cc1
    -8	1	-1	-8	-8	-5	6	-0.1	-3
CCCc1c(C)c(C#N)c2nc3ccccc3n2c1NCCCN1CCOCC1
    -12	6	2	6	21	0	5	-3.0	-2
c1ccc(N=Nc2cn[nH]c2-c2ccco2)cc1
    3	3	3	7	-25	-1	4	1.6	6
CCOCCCNCC(=O)N1CCN(S(=O)(=O)c2ccc(C)cc2)CC1
    -10	-4[fluorescence artefact?]	1	-6	11	4	12	0.7	-19
Cc1noc(C(=O)Nc2cccc(O)c2)c1Cl
    -21	-1	-2	-1	-35	/	5	1.5	0
c1ccc(Nc2scc(-c3ccccc3)[n+]2Cc2ccco2)cc1
    -5	3	4	-3	44	8	5	1.4	8
Cc1cccc2nc3ccccc3nc12
    13	-1	3	-11	6	8	0	1.1	-10
CCCCC(CC(O)COCCC)C(=O)NN (stereo not given)
    5	0	1	-7	-8	8	8	0.5	-8
O=C(CC1SC(=Nc2ccc(OC(F)F)cc2)N(CCN2CCOCC2)C1=O)Nc1ccc(F)cc1F (stereo not given)
    -9	-4	0	-7	-16	-3	6	0.0	2

The list goes on:
Order of results: NPY1 pot ag	eIF4E-4G inh	p97 inhibitor	NPY-Y2 PAM-ag	EP2 mod	NPY-Y1 antag	PGE2 EP2 inh	S1P4 ag	S1P4 antagonist
CCOC(=O)C1=C(c2ccccc2)NC(=O)NC1c1cc(Cl)c(O)c(OC)c1 (stereo not given)
    -14	3	-4	3	9	2	7	2.5	-10
C=CCn1cnc2c(nnn2-c2ccc(C)c(C)c2)c1=O
    0	-2	5	8	15	2	7	-1.1	-4
CCCOc1ccc(C(=O)c2ccccc2C(=O)O)cc1OCCC
    -3	-1	1	7	8	/	12	-0.9	-4
COc1ccc(-c2noc(-c3ccc(C)cc3)n2)cc1
    2	2	-2	-8	-10	-1	6	-0.5	5
CC(C)CC(C(=O)O)N(Cc1ccccc1)Cc1ccccc1 (stereo not given)
    -2	-6	-4	-5	30	6	11	-1.1	4
NNC(=O)c1sccc1OCc1ccc(Cl)cc1Cl
    -61	-3	-6	-33	-36	1	3	0.3	-48
COC(=O)c1ccccc1NC(=O)Cn1nnc(-c2ccc(OC)cc2)n1
    -28	4	-4	3	-30	4	7	-0.5	1
CCOc1ccc(NC(=O)N2CCC(C(=O)c3ccc(F)cc3)CC2)cc1
    -16	-3	-6	-5	-22	1	4	-1.1	-9
O=C(CCC1CCCC1)c1c(O)c2ccccc2oc1=O
    -7	1[fluorescence artefact?]	1	-1	-4	3	13	-2.6	-15
COc1ccc(/C(C)=N/Nc2cccc(C(=O)O)c2)cc1OC
    8	1	0	-4	3	-2	9	0.2	5
CCCCNC(=S)N=Nc1c(O)[nH]c2ccccc12
    -7	-3	0	6	-27	-2	13	0.7	5
FC(F)(F)c1cnc(NNC(=S)Nc2ccc(Cl)cc2)c(Cl)c1
    38	20[fluorescence artefact?]	3	42*	-30	-5	3	0.6	-10
CC1C(=O)NN=C1C(=O)N/N=C\c1ccc(O)cc1O (stereo not given)
    -13	1	-3	3	-7	1	6	-1.2	-20
Cn1c(SCC(=O)Nc2nccs2)nnc1-c1ccco1
    1	-1	7	3	-3&4	7	11&9	0.8	-16
COc1ccc(S(=O)(=O)NCCC(C)C)cc1C
    -6	1	-6	0	18	5	2	-4.6	11
Cc1c(NC(=O)Cn2[nH]c(=O)c3ccccc3c2=O)c(=O)n(-c2ccccc2)n1C
    -7	-2[fluorescence artefact?]	2	-8	22	-6	17	-2.4	-9
CCN1CCN(C(=O)/C=C/c2ccccc2[N+](=O)[O-])CC1
    1	4	-7	-21	3	0	3	-3.1	-22
O=C(NC1=NCCS1)c1cc(-c2ccc(F)cc2)nc2ccccc12
    16	2	0	12	-12	-3	10	-0.4	14
COc1cc2c3c(c1OC)C1(C=CC(=O)C=C1)CC3N(C(=O)CCC(=O)O)CC2 (stereo not given)
    1	-2	8	-10	-5	/	2	-0.3	10
Cc1nn(-c2ccccc2)c(Cl)c1/C=N/NC(=O)c1ccccc1NS(=O)(=O)c1cccs1
    9	15	4	8	-22	-4	7	-0.1	-17

New compounds follow:
Order of results: NPY1 pot ag	eIF4E-4G inh	p97 inhibitor	NPY-Y2 PAM-ag	EP2 mod	NPY-Y1 antag	PGE2 EP2 inh	S1P4 ag	S1P4 antagonist
CCC1CCCCN1Cc1ccc(CNS(=O)(=O)c2ccc3c(c2)oc(=O)n3C)o1 (stereo not given)
    -6	0	-5	-14	-4	4	4	-0.1	-15
Cc1ccc(NC(=O)Cn2cnc3ccccc32)cc1C
    6	0	3	8	-43	-3	0	58*	0
COc1ccc(CS(=O)(=O)c2nc(C)cc(C)c2S(C)(=O)=O)cc1
    -5	1	3	18	12	-3	4	-2.2	2
CCC(C)[C@H](NC(=O)NCC1CCCO1)C(=O)OC (stereo not given in full)
    6	-13	-5	6	1	7	6	-0.5	12
CCCOc1ccc(-c2nc(C#N)c(N3CCN(C)CC3)o2)cc1
    -50	2	1	-14	39	16	-3	-0.6	7
CN(Cc1n[nH]c(=S)n1C)S(=O)(=O)c1ccccc1
    5	0	-1	-17	36	0	7	1.5	-5

Assay outcomes from PubChem BioAssay.
